Assay outcomes as filed in PubChem BioAssay.
FBPA Giardia inh – blocks Giardia fructose-bisphosphate aldolase activity. actives 0.71% (n = 290,000). purified Giardia FBPA. A8B2U2. Potency, µM (highest dose often 59.6 µM), without a hit: at the top dose activity, negative = inhibition, actives largely listed as inhibitors; note: potency is the fitted concentration of half-maximal effect; nearly all actives have a fitted effect of over 55% in size
Target sequence (A8B2U2 whole entry, looked up): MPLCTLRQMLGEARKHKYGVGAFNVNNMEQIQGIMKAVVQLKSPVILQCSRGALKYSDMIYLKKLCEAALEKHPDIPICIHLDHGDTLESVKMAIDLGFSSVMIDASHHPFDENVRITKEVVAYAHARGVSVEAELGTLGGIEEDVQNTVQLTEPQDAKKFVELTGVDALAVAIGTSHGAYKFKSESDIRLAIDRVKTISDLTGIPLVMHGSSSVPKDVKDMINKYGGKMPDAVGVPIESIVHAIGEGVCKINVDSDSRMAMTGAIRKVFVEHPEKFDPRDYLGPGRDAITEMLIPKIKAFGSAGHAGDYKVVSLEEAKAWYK
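Giardia FBPA (40 nM reagent) was preincubated 10 min at RT with compound (up to 57.5 uM final), then substrate plus GAPDH/TPI/NAD/arsenate coupling system with diaphorase/resazurin was added; resorufin fluorescence (525/598 nm) was read after 20 min.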
AMA1-RON2 inh – AMA1-RON2 (P. falciparum) interaction inhibition; AID 720542; AlphaScreen AMA1-biotinylated RON2 peptide binding; Potency, µM (highest dose often 58.2 µM), for the others: at the highest dose activity change, negative = inhibition, hits mostly inhibitors; actives 0.2% (n = 360,000);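 note: potency is the fitted concentration of half-maximal effect; 0% = vehicle wells and -100% = peptide control; nearly all actives have a fitted effect of over 45% in size; some results filed as inactive show a strong effect at the top dose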
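AMA1 (3D7) with his tag at 25 nM final met compounds first, then biotinylated RON2 peptide at 25 nM; detection used donor plus acceptor beads, 10 µg/mL apiece, read by AlphaScreen after 30 min at room temperature.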
AmpC no deterg – inhibitors of E. coli AmpC beta-lactamase without detergent. Potency, µM (series often up to 57.1 µM), inactives show top-dose activity change, negative = inhibition, most hits filed as inhibitors. AmpC nitrocefin hydrolysis, absorbance 480 nm, 0.0001% Triton. actives 0.52% (n = 330,000);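 note: potency is the fitted concentration of half-maximal effect; plate controls were no compound for no effect and no enzyme for full effect; nearly all actives have a fitted effect of over 20% in size; some results filed as inactive show a strong effect at the top dose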
Target sequence (P00811 whole entry, looked up): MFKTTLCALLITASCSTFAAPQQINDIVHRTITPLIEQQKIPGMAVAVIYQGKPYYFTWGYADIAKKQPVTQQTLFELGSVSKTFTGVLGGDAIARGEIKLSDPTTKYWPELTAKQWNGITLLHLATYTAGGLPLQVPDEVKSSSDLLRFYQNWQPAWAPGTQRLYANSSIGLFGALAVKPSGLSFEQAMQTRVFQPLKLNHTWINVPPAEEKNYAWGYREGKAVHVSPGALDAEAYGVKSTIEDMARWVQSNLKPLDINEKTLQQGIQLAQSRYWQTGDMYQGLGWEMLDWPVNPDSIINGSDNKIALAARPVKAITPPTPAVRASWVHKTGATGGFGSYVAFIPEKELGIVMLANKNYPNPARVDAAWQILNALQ
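20 mM phosphate pH 7.0 + 0.01% (detergent screen) or 0.0001% Triton X-100; 5.3 nM AmpC reagent; cpd preinc 15 min RT; nitrocefin (800 uM stock) to start; A480 q20 s × 4 min; Activity was normalised to no-enzyme and no-compound control wells.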
Sm TGR inh – inhibitors of Schistosoma mansoni thioredoxin glutathione reductase; actives 3% (n = 360,000); purified TGR, DTNB reduction, TNB absorbance 405 nm; Q962Y6; Potency, µM (top dose mostly 114 µM), for inactives: top-dose activity change, negative = inhibition, hits mostly inhibitors; AID 485364; note: potency is the fitted concentration of half-maximal effect; nearly all actives have a fitted effect of over 60% in size
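TGR 20 nM + NADPH 100 uM (dispensed conc.), cpd preinc 15 min RT; start with NADPH (500 uM addition) then DTNB (15 mM addition). Kinetic TNB absorbance, 405 nm filter. Four-parameter Hill fit across titration.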
HCMV antiviral – blocks human cytomegalovirus replication; HFF cells, HCMV-luciferase reporter, 72 h; hits give low values; activity change, negative = inhibition, % at 57.5 µM; actives 4.5% (n = 410,000); in the data active = activity change below about -60%; inconclusive = no clear call, values can overlap the other calls; inactive = above about -39%
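Two-dose cell screen: HFF monolayers treated with compounds and infected with luciferase-expressing HCMV at 1 PFU/cell, 72 h at 37C, then lysed for luciferase measurement.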
AmpC detergent – blocks E. coli AmpC beta-lactamase in detergent assay. Potency, µM (top dose mostly 114 µM), inactives show at the top dose activity change, negative = inhibition, most hits filed as inhibitors. actives 0.041% (n = 370,000). AmpC hydrolysis of nitrocefin, absorbance 480 nm, 0.01% Triton. AID 485294;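 note: potency is the fitted concentration of half-maximal effect; 0% = no-compound wells and -100% = no-enzyme wells; nearly all actives have a fitted effect of over 25% in size; some results filed as inactive show a strong effect at the top dose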
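20 mM phosphate pH 7.0 + 0.01% (detergent screen) or 0.0001% Triton X-100; 5.3 nM AmpC reagent; cpd preinc 15 min RT; nitrocefin (800 uM stock) to start; A480 q20 s × 4 min; Activity was normalised to no-enzyme and no-compound control wells.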
An asterisk follows results filed as active; ? = inconclusive; . = no result given; & = joins results of further samples; [ ] = dose if it differs, or a comment. Unless noted, calls come from the whole dose curve; as a rule, active = well fitted curve in the direction sought with a large enough effect; inconclusive = small, poorly fitted or top-dose-only effect, or another doubt; inactive = no such curve, though single readings can be large; an effect the other way counts as inactive or inconclusive. Unless noted, % is set by controls: 0 for no effect and ±100 for the full control effect. This is a random part of the collection; overall some 7.8% were active at least once.

Each structure is followed by: FBPA Giardia inh, AMA1-RON2 inh, AmpC no deterg, Sm TGR inh, HCMV antiviral, AmpC detergent
- CCOc1ccc(NC(=O)N2CCN(CC)CC2)cc1
→ 2%, 17%, -9%, 6%, 2, -1%
- O=S(=O)(c1cccc(C(F)(F)F)c1)N1CCN(C(=S)NCc2ccco2)CC1
→ 0%, 9%[11.6 µM], -19%, -5%, 23, ?
- Cc1cc(C)c(C(=O)COC(=O)Cn2c(C)csc2=O)cc1C
→ ., 1%, -7%, -4%, -2, -11%
- Cc1c(Cl)c([N+](=O)[O-])nn1CC(=O)N1CCN(Cc2ccccc2)CC1
→ 1%, -6%, 11%, ., -38, -4%
- COCCNC(=S)N(CCO)Cc1cc2cc3c(cc2[nH]c1=O)OCCO3
→ -18%, 8%, -37%, -16%, 54, -11%
- COc1ccccc1C(=O)Nc1ccc(S(=O)(=O)N2CCC(C)CC2)cc1
→ -6%, 4%, -14%, 3%, -40, 4%
- COc1ccc(CNC(=O)C/C(C)=N/NC(=O)c2ccccc2OC)cc1
→ -3%, 61%[activator], 1%, -29%, 20, -7%
- COc1ccc(C(=O)Nc2ccc(C)cn2)cc1S(=O)(=O)N1CCCc2ccccc21
→ ., 0%, -16%, -1%, ?, 0%
- CC(=O)c1c(C)[nH]c(C(=O)Nc2cccc(C#N)c2)c1C
→ 1%, 0%, -30%, -1%, 49, -7%
- CCOC(=O)C1CCCN(c2nc3c(S(=O)(=O)c4ccc(Br)cc4)nnn3c3ccsc23)C1 (stereo not drawn)
→ ., ., ., 46%[activator], 18, 20%
- O=S(=O)(c1ccccc1)N1CCN(c2nnnn2-c2ccccc2)CC1
→ 4%, 4%, -20%, -8%, -18, -10%
- CC(=O)Nc1ccc(SCC(=O)Nc2sccc2C#N)cc1
→ 1%, 5%, -20%, -27%, 0, 5%
- CC(C)(C)NC(=O)CN(C(=O)CS(=O)CC(=O)Nc1ccc(F)cc1)c1ccccc1F (stereo not drawn)
→ 3%, 4%, 28%, ?, ?, 3%
- CC(C)(C)NC(=O)NC(=O)COC(=O)c1cccc(S(=O)(=O)N2CCCCC2)c1
→ -3%, -1%, -20%, -1%, 17, -12%
- COc1cc(C)ccc1OC(C)C(=O)Nc1ccc(N2CCCCC2)cc1 (stereo not drawn)
→ ., ?, 42%, ., 8, .
- COc1ccc(-c2nnc(SCC(=O)NCCC(C)C)nc2-c2ccc(OC)c(OC)c2)cc1OC
→ -2%, -7%, 51%, 1%&-5%, 19&2, -6%&2%
- CCN=C1SCC(=O)N1c1ccc(OC)cc1
→ 0%, -3%, -8%, 9%, 3, -10%
- CCOC(=O)N1CCN(c2c(NCc3cccs3)c(=O)c2=O)CC1
→ -2%, 0%, -9%, 5%, -8, -2%
- Cc1onc(-c2ccccc2)c1C(=O)Nc1nnc(N2CCCCCC2)s1
→ 6%, 5%, 29%, -12%, 11, ?
- COc1ccc(OC)c(N/C(C)=C/C(=O)c2ccccc2)c1
→ -13%, 5%, -22%, 1%, 49, ?

Single records, from the list above. Order of screens: FBPA Giardia inh | AMA1-RON2 inh | AmpC no deterg | Sm TGR inh | HCMV antiviral | AmpC detergent
CCOC(=O)N1CCN(c2c(NCc3cccs3)c(=O)c2=O)CC1 is entered as -2% | 0% | -9% | 5% | -8 | -2%
COc1ccccc1C(=O)Nc1ccc(S(=O)(=O)N2CCC(C)CC2)cc1 is entered as -6% | 4% | -14% | 3% | -40 | 4%
Cc1cc(C)c(C(=O)COC(=O)Cn2c(C)csc2=O)cc1C is entered as . | 1% | -7% | -4% | -2 | -11%
CC(=O)Nc1ccc(SCC(=O)Nc2sccc2C#N)cc1 is entered as 1% | 5% | -20% | -27% | 0 | 5%
Cc1c(Cl)c([N+](=O)[O-])nn1CC(=O)N1CCN(Cc2ccccc2)CC1 is entered as 1% | -6% | 11% | . | -38 | -4%

(listing goes on)
Each structure is followed by: FBPA Giardia inh, AMA1-RON2 inh, AmpC no deterg, Sm TGR inh, HCMV antiviral, AmpC detergent
- CC(=O)NC1C(OCc2ccccc2)OC(COC(C)=O)C(OC(C)=O)C1OC(C)=O (stereo not drawn)
→ 1%, 0%, -27%, 1%, -19, -9%
- Cc1onc(-c2ccccc2Cl)c1C(=O)Nc1ccc(S(=O)(=O)Nc2nccs2)cc1
→ 5%, -13%, -45%, 0%, 11, 6%
- Cc1noc(/C=C/c2ccccc2F)c1S(=O)(=O)N1CCC(C(=O)NCc2ccco2)CC1
→ ., ., ., -1%, -13, 0%
- CCOC(=O)C1CCCN(C(=O)c2ccc([N+](=O)[O-])cc2)C1 (stereo not drawn)
→ 7%, 1%, 5%, -1%, 21, ?
- CCOc1ccc(Br)cc1CSC(=N)N
→ -4%, -9%, -26%, -14%, -73*, -11%
- CC(C)CC(=O)N1CC(C)N(C(=O)CC(C)C)CC1C (stereo not drawn)
→ 5%, ., 2%, 22%, 0, 1%
- CCOc1cc(C(=O)Nc2nnc(S(=O)(=O)N3CCOCC3)s2)cc(OCC)c1OCC
→ 11%, -11%, -10%, 2%, -37, 3%
- CC(Cc1c[nH]c2ccccc12)C(=O)NCc1ccco1 (stereo not drawn)
→ 10%, -5%, -6%, -12%, 87, -7%
- Cc1ccc(S(=O)(=O)NCCC(=O)NCCSc2ccc(Br)cc2)cc1
→ ., 14%, 311%[activator], -10%, ?, -1%
- O=C(NCCN1CCOCC1)c1cnn2c1NC(c1cccs1)CC2C(F)(F)F (stereo not drawn)
→ -1%, -7%, 0%, 2%, -31, 2%
- Cc1ccc(N/N=C(\Cc2nc3ccccc3[nH]2)c2ccccc2)cc1
→ 1%, 25%, -28%, 40µM*, ., -8%
- CC(NC(=O)COC(=O)/C(=C/c1cccs1)c1cccs1)c1ccccc1 (stereo not drawn)
→ -7%, -24%, -37%, -4%, ?, -1%
- CCOC(=O)c1c(S(=O)(=O)N2CCN(C)CC2)c(C)n(C)c1C
→ -12%, -9%, -5%, 3%, -21, -13%
- CCN(CC)CCCNC(=O)c1oc2ccc3c(c2c1C)C(O)CC(C)(C)O3 (stereo not drawn)
→ 1%, -2%, -10%, 0%, 19, ?
- O=C(c1ccc(Cl)s1)N1CCCC1
→ 2%, 2%, -21%, 3%, 19, 7%
- CCOC(=O)c1nn(-c2cccc(Cl)c2)c2nc(CC(C)C)c(C#N)c(=O)n12
→ -3%, -6%, -11%, -5%, ?, ?
- Cc1ccccc1NC(=O)C1CCCN(S(=O)(=O)c2cnc[nH]2)C1 (stereo not drawn)
→ 0%, 0%, 0%, 5%, -5, ?
- Cc1ccccc1OCc1nnc(SCc2cc(=O)c3ccccc3[nH]2)n1C
→ ., ., ., 1%, -20, 2%
- CC1CCCCN1CCn1c(=S)[nH]c2ncccc2c1=O (stereo not drawn)
→ -20%, 10%, -16%, 0%, -2, -8%
- O=C(Nc1nc2ccc(F)cc2s1)Oc1ccccc1
→ -8%, 7%, 76%[activator], 0%, 39, -13%

Looked up by compound from the entries so far:
Each structure is followed by: FBPA Giardia inh, AMA1-RON2 inh, AmpC no deterg, Sm TGR inh, HCMV antiviral, AmpC detergent
- Cc1ccc(S(=O)(=O)NCCC(=O)NCCSc2ccc(Br)cc2)cc1
→ ., 14%, 311%[activator], -10%, ?, -1%
- O=C(c1ccc(Cl)s1)N1CCCC1
→ 2%, 2%, -21%, 3%, 19, 7%

(cont.)
Each structure is followed by: FBPA Giardia inh, AMA1-RON2 inh, AmpC no deterg, Sm TGR inh, HCMV antiviral, AmpC detergent
- CN1CCN(C(=O)C2=C[C@@H](c3ccccc3)C[C@@H](OCCCCO)O2)CC1
→ -8%, 14%, 10%, 40µM*, -21, 5%
- Cc1cccc(NC(=O)Cn2c(=O)c3cccn3c3ccccc32)c1C
→ ., ., ., -2%, -16, 9%
- COC(=O)C1=C(C)N=c2s/c(=C/c3ccoc3)c(=O)n2C1c1ccccc1 (stereo not drawn)
→ -22%, -3%, ., ?, ., 0%
- Nc1ccc2nc(-c3ccc(O)cc3)sc2c1
→ ., ., ., -13%, 62, -16%
- Cn1c(CO)cnc1SCc1ccccc1
→ -8%, 2%, -12%, -2%, 45, ?
- COc1ccc(CCNc2nc3c(c(=O)n(C)c(=O)n3C)n2Cc2ccc(F)cc2)cc1OC
→ ., ., ., 3%, -90*, 20%
- O=C(O)CC(C(=O)NCc1ccccc1)C1CCCO1 (stereo not drawn)
→ 6%, 18%, -39%, 2%, -34, -6%
- COc1ccccc1CNC(=O)COC(=O)c1ccncc1
→ ., -4%, -16%, ., -16, .
- Cn1c(SCc2ccccn2)nnc1-c1cnccn1
→ -8%, 0%, -7%, 2%, 52, -12%
- O=C(CN1C(=O)NC(Cc2ccccc2)C1=O)Nc1ccc(F)cc1 (stereo not drawn)
→ -2%, 5%, -10%, -3%[11.4 µM], 2, ?
- CC(NC(=O)c1ccccc1NS(=O)(=O)c1ccc(CCC(=O)O)cc1)c1ccccc1 (stereo not drawn)
→ ., 7%, -19%, -2%, 15, ?
- CCN(c1ccc(OC)cc1)S(=O)(=O)c1nnc(NC(=O)c2ccc(C)cc2)s1
→ ., 8%, -40%, -27%, ., 3%
- COc1cccc(C(=O)OCC(=O)NCC2CCCO2)c1 (stereo not drawn)
→ ., 16%, -15%, ., 7, .
- Cc1cccc(OCc2nc(C#N)c(N3CCCC3)o2)c1
→ -2%, -18%, -21%, -10%, -14, -6%
- CCCCCCC(=O)NN1CCN(C)CC1
→ 5%, -7%, -6%, -8%, -28, 1%
- Cc1ccc(-n2nc3c(=O)n(C(C)C(=O)O)nc(C)c3c2C)cc1 (stereo not drawn)
→ ., ., ., 0%, -29, -6%
- CN(C)c1nc(N2CCN(c3ccc(F)cc3)CC2)c(C#N)c(=O)o1
→ 11%, 16%, -7%, 7%, ?, -1%
- Cc1cccc(OCC(=O)N(C)CCc2ccccn2)c1
→ -22%, -25%, -15%, 13%, 36, -8%
- Cc1cccc(C(=O)N2CCCC(CCC(=O)N3CCN(c4ccccn4)CC3)C2)c1C (stereo not drawn)
→ ., -5%, 124%[activator], -18%, -86*, 2%
- Cc1ccc(N(CC(=O)NCC2CCCO2)C(=O)CCC(=O)Nc2ccccn2)cc1C (stereo not drawn)
→ 1%, 9%, 41%, 79µM*, -23, 0%
- O=C(N/C(=C\c1ccccc1)C(=O)N1CCCCC1)c1ccc(Br)o1
→ ., -7%, 4%, 0%, -20, 7%
